# High-throughput results as filed in PubChem.
# FLuc inh: Photinus pyralis luciferase inhibition; P08659; purified P. pyralis luciferase, luminescence, biochemical; Potency, µM (highest dose often 115 µM), for inactives: at the highest dose activity change, negative = inhibition, usual class: inhibitors; 76,000 tested, 2.5% active; AID 1347043; further: potency means the concentration at half of the fitted maximal effect; nearly all actives have a fitted effect of over 65% in size
#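 FLuc 10nM, D-luciferin 10uM, ATP 10uM, Mg acetate 10mM, Tris acetate pH 7.5, Tween/BSA; cpd qHTS; enzyme added last; CCD luminescence.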
# GPT2 inh: GPT2 alanine aminotransferase inhibition; Q8TD30; Recombinant GPT2, coupled pyruvate oxidase/HRP Amplex Red fluorescence; Potency, µM (series often up to 57.7 µM), inactives show top-dose activity change, negative = inhibition, hits mostly inhibitors; 100,000 tested, 0.25% active; AID 1671188; further: potency means the concentration at half of the fitted maximal effect; nearly all actives have a fitted effect of over 60% in size; many of its hits are not listed in these tables
# Target sequence (Q8TD30 whole entry, looked up): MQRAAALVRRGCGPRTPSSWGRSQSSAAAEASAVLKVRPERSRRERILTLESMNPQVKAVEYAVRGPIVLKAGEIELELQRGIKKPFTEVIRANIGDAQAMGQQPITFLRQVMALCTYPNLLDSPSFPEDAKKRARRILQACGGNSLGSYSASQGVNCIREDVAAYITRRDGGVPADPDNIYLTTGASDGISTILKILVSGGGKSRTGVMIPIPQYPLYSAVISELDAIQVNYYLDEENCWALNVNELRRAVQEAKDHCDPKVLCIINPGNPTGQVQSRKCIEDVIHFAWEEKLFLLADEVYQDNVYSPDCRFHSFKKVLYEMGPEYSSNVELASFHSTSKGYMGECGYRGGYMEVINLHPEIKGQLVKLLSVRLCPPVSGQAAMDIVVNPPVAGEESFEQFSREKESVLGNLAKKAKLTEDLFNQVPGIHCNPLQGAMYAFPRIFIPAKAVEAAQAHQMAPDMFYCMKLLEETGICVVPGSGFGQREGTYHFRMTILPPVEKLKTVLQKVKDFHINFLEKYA
#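 GPT2 10ng/uL, a-KG 250uM, L-Ala 2mM, HEPES pH7.5 + 0.0001% Tween; 30 min RT. Then Amplex mix (PO/HRP/ThPP), 30 min RT dark, fluorescence. AOA 50uM used as positive control.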
# NIH3T3 tox: NIH 3T3 cell cytotoxicity; NIH 3T3 viability, CellTiter-Glo ATP luminescence, 48-72 h; Potency, µM (titrated, usually from 96.7 µM), for the others: at the highest dose activity change, negative = cytotoxicity, usual class: inhibitors; 94,000 tested, 4.3% active; further: potency means the concentration at half of the fitted maximal effect; nearly all actives have a fitted effect of over 55% in size
#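 Cells were seeded at 400 per well, treated with pin-transferred compound, and kept 48 or 72 hr at 37 °C before CellTiter-Glo addition and luminescence imaging of cellular ATP.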
# HEK cytotox: kills HEK 293 cells. Potency, µM (highest dose often 115 µM), inactives show at the highest dose activity change, negative = cytotoxicity, hits mostly inhibitors. 94,000 tested, 6.6% active. HEK 293 viability, ATP luminescence (CellTiter-Glo), 48-72 h; further: potency means the concentration at half of the fitted maximal effect; nearly all actives have a fitted effect of over 60% in size
#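 HEK 293 cells at 250 cells/well were exposed to compounds by pintool transfer for 48 or 72 hr at 37 degree Celsius, 5% CO2. Viability was read as ATP-coupled luminescence with CellTiter-Glo after 10 min at room temperature.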
# HEK293 viab: counter-screen for SNCA expression inhibitors: cell viability. 150,000 tested, 0.12% active. Potency, µM (doses to about 57.1 µM), inactives show top-dose activity change, negative = cytotoxicity, usual class: cytotoxic. HEK-293-SNCA-luc viability, GF-AFC fluorescence, 24 h;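 further: potency means the concentration at half of the fitted maximal effect; 0% = DMSO-treated cells and -100% = medium-only wells without cells; nearly all actives have a fitted effect of over 30% in size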
#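 HEK-293-SNCA-luc cells (1500/well) plated 24 h, then exposed 24 h to a dilution series; GF-AFC added 30 min at 37C, fluorescence 405/540 nm; normalised to medium-only and DMSO wells, Hill fit.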
# IP6K1 inhibitor: IP6K1 kinase inhibition; IP6K1 kinase, ADP-Glo luminescence, 2 h; hits give low values; 140,000 tested, 0.81% active; activity change, % (series mostly up to about 58 µM); Q92551; in the data active means activity change below about -25%
# Target sequence (Q92551 whole entry, looked up): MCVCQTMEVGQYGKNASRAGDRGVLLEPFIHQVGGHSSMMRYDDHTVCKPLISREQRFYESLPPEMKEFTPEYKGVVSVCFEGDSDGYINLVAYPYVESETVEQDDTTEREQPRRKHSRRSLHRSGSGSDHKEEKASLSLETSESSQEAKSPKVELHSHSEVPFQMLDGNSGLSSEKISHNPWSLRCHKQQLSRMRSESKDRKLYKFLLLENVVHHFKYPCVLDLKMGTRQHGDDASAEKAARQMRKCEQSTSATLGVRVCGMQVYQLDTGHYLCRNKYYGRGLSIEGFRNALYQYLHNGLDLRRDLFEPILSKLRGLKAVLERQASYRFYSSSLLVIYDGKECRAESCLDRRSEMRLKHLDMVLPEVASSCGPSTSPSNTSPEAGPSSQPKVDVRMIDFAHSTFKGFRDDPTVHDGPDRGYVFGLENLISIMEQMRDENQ
#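 ADP-Glo luminescence measures ADP made by human IP6K1 during a 2 h RT reaction with ATP/IP6 (mix at 1.3 mM/130 uM); top library doses 57.5 and 19.1 uM final.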
# SNCA expr inhib: reduces expression of the alpha-synuclein gene. AID 1671194. 140,000 tested, 0.17% active. HEK-293 SNCA-luciferase knock-in, luminescence, 24 h. Potency, µM (doses to about 57.2 µM), inactives show at the top dose activity change, negative = inhibition, most hits filed as inhibitors;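 further: potency means the concentration at half of the fitted maximal effect; plate controls were DMSO cells for no effect and cell-free wells for full effect; nearly all actives have a fitted effect of over 45% in size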
# * marks the source's active call; other numbers are inactive results; i = inactive; ? = inconclusive; . = not tested or not shown; [ ] = another dose, or the depositor's remark. Unless noted, the call rests on the fitted dose curve; in most records, active means well fitted curve in the direction sought with a large enough effect; inconclusive means small, poorly fitted or top-dose-only effect, or another doubt; inactive means no such curve, though single readings can be large; an effect the other way counts as inactive or inconclusive. Unless noted, on the % scale 0 is the no-effect control and ±100 the full control effect. A portion of the library. The share of hits here may be higher or lower than overall.
SMILES,FLuc inh,GPT2 inh,NIH3T3 tox,HEK cytotox,HEK293 viab,IP6K1 inhibitor,SNCA expr inhib
COC(=O)C1=COC(OC2OC(CO)C(O)C(O)C2O)C2C(COC(=O)/C=C/c3ccc(O)c(O)c3)C(O)C(O)C12 (stereo not drawn),.,i,.,.,-4%[23.9 µM],-9,.
CCOc1ccccc1N(C)C(=O)Cn1nc(Cc2cccnc2)c2ccccc2c1=O,.,.,.,.,0%,13,6%
O=C(NCC1CC1)[C@@H]1OCCN(C2CC2)[C@H]1c1ccccc1,.,-5%,-17%,-17%,19%,12,9%
O=C(NC1CCc2nn(CC3CC3)c(=O)n2CC1)c1n[nH]c2ccccc12 (stereo not drawn),-4%,i,-13%,?,0%,-10,-1%
N#Cc1cccc(-c2c(C(=O)NC3CCCCCC3)nc3sccn23)c1,.,2%,-6%,i,9%,0,35%[activator]
C[C@@H](NC(=O)Nc1ccccc1)c1onc(-c2ccc(Cl)cc2)c1C(=O)O,?,-10%[88.5 µM],i,i,10%[87.6 µM],-16,16%[87.6 µM]
O=C(COc1ccc(Cl)cc1Cl)N1CCCCC1c1ccccn1 (stereo not drawn),?,-8%,?,45µM*,-7%,-3,35%[activator]
CCOc1ccc(NC(=O)C(=O)NCCc2csc3nc(-c4ccccc4F)nn23)cc1,.,.,.,.,6%,4,6%
O=C(Nc1ccc(Cl)cc1Cl)c1cc2cccnn2n1,0.32µM*,i,?,?,6%[87.6 µM],-10,?
CCOC(=O)Cc1csc(NC(=O)CC[C@H]2NC(=O)c3ccccc3NC2=O)n1,-14%,i,-3%,-5%,11%,3,32%[activator]
O=C1[C@@H]2C[C@@H](O)CN2C2(CN(Cc3ccc(F)cc3)C2)C(=O)N1Cc1ccccc1,-3%[172 µM],3%[88.5 µM],i,2%[172 µM],2%[87.6 µM],0,3%[87.6 µM]
Cc1cc(C(=O)N2CCCC(c3nnc(Cn4ccnc4)n3C)C2)c(C)o1 (stereo not drawn),-5%,i[11.5 µM],0%,-2%,3%,-6,-17%
COc1cc(CN(CCN)C(=O)c2cccs2)ccc1OCc1ccccc1,.,4%,.,.,9%,-11,.
CC(=O)NCCC(=O)N1Cc2ccccc2CC2(CCCN2CC2CCNC2)C1 (stereo not drawn),.,i,-28%,-8%,3%,-15,-14%
Cc1coc2c1CC1OC1(C)CCC1OC1(C)C2 (stereo not drawn),.,4%,.,.,30%,-4,.
CC(=O)N1C[C@@H]2CCCN3CCC[C@@H]([C@H]23)[C@H]1CCCC(=O)N1CCN(C2CCN(C)CC2)CC1,4%,i,3%,-2%,-3%,7,49%[activator]
COCCN1CCCN(C(=O)c2cc(C)cc(C)c2)c2ccccc21,-4%,i,-17%,?,6%,-4,4%
O=C(O)c1ccccc1C(=O)N1CC[C@H]2COC(=O)N2c2cc(F)ccc2C1,1%[172 µM],i,3%[174 µM],0%[172 µM],3%[87.6 µM],6,28%[87.6 µM]
CC(=O)Nc1ccc(S(=O)(=O)NCC2CCC(C(=O)NCCN(CC(C)C)CC(C)C)CC2)cc1 (stereo not drawn),.,.,.,.,-1%,-13,-20%
COc1cccc(CN2C(=O)c3ccccc3Sc3ccc(C(=O)OCc4ccco4)cc32)c1,.,.,.,.,0%,22,12%
COc1ccc(NC(=O)N[C@H]2[C@H](O)[C@@H](N3CCC(Cc4ccccc4)CC3)[C@@H]3OC[C@H]2O3)cc1,-24%,-19%,?,?,-14%,-2,?
O=C(NCC(=O)N1CCOCC1)c1ccc(-c2cnc3ccccc3c2)cc1,.,i,-12%,?,0%,-1,-19%
Cc1cc(Cl)ccc1S(=O)(=O)N1CCC(Oc2ccc(C(N)=O)cn2)CC1,2%,-8%,?,25µM*,?,37,-29%
Cc1nn(-c2ccccc2)c2c1C(C(C)C)N(C1CCN(C(=O)C3CC3)C1)C2=O (stereo not drawn),.,.,?,?,.,28,.
COCCCn1c(=O)c(C(=O)N2CCCC2)nc2cccnc21,.,i,-14%[138 µM],-1%[172 µM],0%[87.6 µM],19,-5%[87.6 µM]

# Looked up above:
# `COCCN1CCCN(C(=O)c2cc(C)cc(C)c2)c2ccccc21` in FLuc inh → -4%
# `CCOC(=O)Cc1csc(NC(=O)CC[C@H]2NC(=O)c3ccccc3NC2=O)n1` in FLuc inh → -14%
# `Cc1cc(C(=O)N2CCCC(c3nnc(Cn4ccnc4)n3C)C2)c(C)o1` (stereo not drawn) in HEK293 viab → 3%
# `O=C(NCC(=O)N1CCOCC1)c1ccc(-c2cnc3ccccc3c2)cc1` in NIH3T3 tox → -12%

# (next part)
SMILES,FLuc inh,GPT2 inh,NIH3T3 tox,HEK cytotox,HEK293 viab,IP6K1 inhibitor,SNCA expr inhib
COc1cccc(NC(=O)CSc2nc(=O)n(Cc3ccco3)c3c2CCC3)c1,.,.,.,.,16%,2,6%
Cc1ccccc1S(=O)(=O)N1CCCC(CCC(=O)Nc2ccc(F)cc2F)C1 (stereo not drawn),.,-7%,?,?,-16%,18,?
CCc1noc(-c2cn(C3CCN(C(=O)c4ccc(C(C)(C)C)cc4)C3)nn2)n1 (stereo not drawn),-9%,i,?,?,?,-10,-7%
O=C(NC1CC1)c1ccc2nnc(-c3ccc(OC(F)(F)F)cc3)n2c1,.,i,-18%,i,6%,-1,23%
CCOC(=O)c1c(NC(=O)CSc2cn(CCNC(=O)c3ccc(OCC)cc3)c3ccccc23)sc2c1CCC2,.,.,.,.,3%,4,21%
C[C@]1(CO)[C@H]2Cc3sc(NC(=O)C4CCC4)nc3[C@@H](CC(=O)NC3CC3)[C@]2(C)CC[C@H]1O,-3%,-24%,3%,i,-2%,6,-9%
COCC1CN(C(=O)c2nccc3ccccc23)CC12CCNCC2 (stereo not drawn),-3%,i,-4%,2%,-12%,1,4%
COc1cccc(NC(=O)N2CCC[C@@H](O)[C@H](NC(=O)c3ccc(OCCN4CCCC4)cc3)C2)c1,8%,2%,-4%,-7%,-6%,11,44%[activator]
CCc1nc(-c2c3n(c(=O)n(Cc4cccc(C(F)(F)F)c4)c2=O)CCCC3)no1,0%,i,-24%,-8%,3%,27,-8%
CCCCNC(=O)C1CCC(CNS(=O)(=O)c2ccc(C)cc2)CC1 (stereo not drawn),.,.,.,.,12%,9,6%
COc1cc(OC)c(NC(=O)CC(c2cccs2)N2Cc3ccccc3C2=O)cc1Cl (stereo not drawn),.,.,.,.,-17%,-9,-7%
CN1C(=O)C(CC(=O)N2CCC(CN)CC2)(Cc2ccccc2)c2ccccc21 (stereo not drawn),3%,-8%,-2%,1%,-8%,7,-36%
Cc1ccc(NC(=O)CCN2CCN(CCO)CC2)cc1C,.,.,.,.,-13%,-10,2%
COc1ccccc1NC(=O)C1=C(C)Nc2nc(CCCO)nn2C1c1cccc(O)c1 (stereo not drawn),.,.,.,.,-1%,3,11%
Cc1ccc2nc(COc3ccc(NC(=O)COc4ccccc4F)cc3)cc(=O)n2c1,.,.,.,.,10%,20,5%
O=S1(=O)NCC2(CCN(Cc3ccncc3)CC2)Oc2ncccc21,.,i,-1%,i,-5%,2,-2%
COCCN1Cc2ccc(NCC(C)C)nc2C(C)(C(=O)NC2CCC2)C1 (stereo not drawn),-6%[172 µM],i,-28%[138 µM],?,3%[87.6 µM],4,-15%[87.6 µM]
CC(=O)N1CCN(C(=O)c2nc3cccnc3n(CC(C)C)c2=O)CC1,.,i,-5%,1%,-18%,-5,-5%
O=c1c2ccccc2n(Cc2cccc(Cl)c2)c(=O)n1CCc1ccccc1,.,.,.,.,-2%,-3,5%
COc1ccc(N(C(=O)c2cccc(C)c2)S(=O)(=O)c2ccc(Cl)cc2)cc1,.,.,.,.,-21%,27,?
CCN1C(=O)c2ccccc2S(=O)c2ccc(C(=O)NCc3ccccc3OC)cc21 (stereo not drawn),.,.,.,.,4%,12,-12%
CCn1cc(CN2CCN(C(=O)c3sccc3C)CC2)ccc1=O,-4%,?,-19%,?,12%,2,?
COCCOC1CCOC2(CCN(C(=O)c3ccccc3)CC2)C1 (stereo not drawn),-2%,i,i,i,-3%,-2,-1%
CCC1CCCCN1CCCNC(=O)c1ccc2c(c1)N(Cc1cccc(C)c1)C(=O)c1ccccc1S2(=O)=O (stereo not drawn),.,.,.,.,2%,5,-20%
CCOC(=O)c1cccc(NC(=O)c2cnn(-c3ccccc3)c2-n2cccc2)c1,.,.,.,.,0%,22,-11%

# Full records, quoted from the list. Screens in order: FLuc inh	GPT2 inh	NIH3T3 tox	HEK cytotox	HEK293 viab	IP6K1 inhibitor	SNCA expr inhib
# COCC1CN(C(=O)c2nccc3ccccc23)CC12CCNCC2 (stereo not drawn) is listed with -3%	i	-4%	2%	-12%	1	4%
# COc1cccc(NC(=O)N2CCC[C@@H](O)[C@H](NC(=O)c3ccc(OCCN4CCCC4)cc3)C2)c1 is listed with 8%	2%	-4%	-7%	-6%	11	44%[activator]
# CCN1C(=O)c2ccccc2S(=O)c2ccc(C(=O)NCc3ccccc3OC)cc21 (stereo not drawn) is listed with .	.	.	.	4%	12	-12%

# Later entries:
SMILES,FLuc inh,GPT2 inh,NIH3T3 tox,HEK cytotox,HEK293 viab,IP6K1 inhibitor,SNCA expr inhib
Cc1nn2c(c1-c1ccccc1-c1ccccc1)N(C(=O)c1cccnc1)CCC2,-18%[172 µM],-16%[88.5 µM],?,-28%[172 µM],7%[87.6 µM],4,1%[87.6 µM]
CC(Oc1ccc(Br)cc1)C(=O)N(Cc1nc(-c2ccccc2)no1)C(C)C (stereo not drawn),.,.,.,.,-11%,-21,?
CCCCN(CC)C(=O)c1nnn2cc(-c3ccc(Cl)cc3)[nH]c(=O)c12,2%,i,i,14%,-6%,0,-5%
CC1(C)C[C@H](NCc2ccc(CO)o2)[C@@]2(CCC(=O)NCCN3CCOCC3)CC[C@](C)(O)C[C@@H]12,-1%,-5%,-3%,-2%,-3%,19,-19%
Cc1cccc(N2CCN(C(=O)c3ccc4c(c3)N(Cc3ccccc3F)C(=O)c3ccccc3S4=O)CC2C)c1 (stereo not drawn),.,.,.,.,-8%,2,-25%
Cc1ccccc1N(C)C1CN(Cc2ccc(C#N)cc2)C1,-4%[172 µM],-3%[88.5 µM],?,?,-14%[87.6 µM],6,2%[87.6 µM]
CC(C)CN1C(=O)c2cccn2CC1CNC(=O)CCc1nc2ccccc2s1 (stereo not drawn),0%,i,-24%,-22%,-4%,-6,9%
COCCc1noc(-c2ccc(NC(C)c3ncccc3C)nc2)n1 (stereo not drawn),32µM*,-3%,-27%,-28%,-1%,8,85%[activator]
Cc1ccc(NC(=O)Cn2nnc3sc(-c4ccccc4)cc3c2=O)cc1Cl,.,.,.,.,9%,20,16%
C[S+](=O)([O-])N1CCCC(C(=O)N2CCC3(CC2)CC(=O)Nc2ccccc2O3)C1 (stereo not drawn),.,-10%,-15%,?,0%,3,-22%
COCC(=O)Nc1cc(-c2cccnc2)nn1-c1ccccc1,.,i,?,?,-3%[87.6 µM],7,23%[87.6 µM]
CC(C)(C)c1ccc(-c2nc(NC(=O)CSc3ncnc4sc5c(c34)CCCC5)ns2)cc1,.,.,.,.,3%,1,40%[activator]
